Apoferritin bind = candidate novel general anesthetic via apoferritin binding | P02791 | apoferritin/1-aminoanthracene competitive binding, fluorescence | Potency, µM (top dose mostly 77.5 µM), for inactives: at the highest dose activity change, negative = displacement, hits mostly inhibitors | hit rate 0.074% among 350,000 | AID 485281; also: potency is read from the fitted curve at half-maximal effect; % is scaled to controls: 0 for no effect and ±100 for the full control effect; nearly all actives have a fitted effect of over 20% in size
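Horse-spleen apoferritin (10 uM) was mixed with 50% saturated 1-aminoanthracene in PBS, exposed to compounds for 10 min at room temperature, and read for fluorescence (ex 380 nm, em 535 nm). Competitive displacement was fitted with a four-parameter Hill equation.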
POLI inh = blocks human DNA polymerase iota activity; Q9UNA4; Pol iota fluorescent replication assay, 10 min; Potency, µM (series often up to 115 µM), for the others: at the highest dose activity, negative = inhibition, most hits filed as inhibitors; hit rate 1% among 390,000; AID 588590; also: potency is read from the fitted curve at half-maximal effect
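Pol iota at 10 nM preincubated 15 min with compounds at room temperature; reaction started with fluorescent substrate, 50 nM final. Fluorescence read kinetically at 0 and 10 min; buffer-only wells as negative control.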
RXFP1 antagonist = blocks the human relaxin receptor RXFP1; activity change, negative = inhibition, % at 57.5 µM; hit rate 0.59% among 350,000; AID 1259400; HEK293-RXFP1, relaxin-stimulated cAMP HTRF, 30 min; active compounds read low; Q9HBX9;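 active = activity change of -60% or lower, but not beyond a set lower limit; inconclusive = change between -60% and -40%, or beyond the set limit; inactive = change above -40%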; also: % is scaled to controls: 0 for no effect and ±100 for the full control effect
POLH inh = DNA polymerase eta (human) inhibition; Q9Y253; recombinant Pol eta, fluorescent DNA replication assay; Potency, µM (top dose mostly 114 µM), for inactives: at the top dose activity change, negative = inhibition, actives largely listed as inhibitors; hit rate 1.2% among 390,000; AID 588591; also: potency is read from the fitted curve at half-maximal effect; % is scaled to controls: 0 for no effect and ±100 for the full control effect
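Fluorescent replication assay: 50 nM final substrate added after a 15 min room-temperature compound preincubation with 10 nM enzyme. Signal taken at 0 min and again at 10 min.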
POLB inh = blocks human DNA polymerase beta activity; P06746; Pol beta primer extension/strand displacement, fluorescence kinetic; Potency, µM (doses to about 114 µM), inactives show at the highest dose activity change, negative = inhibition, usual class: inhibitors; hit rate 1.3% among 340,000; also: potency is read from the fitted curve at half-maximal effect; % is scaled to controls: 0 for no effect and ±100 for the full control effect
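Homogeneous kinetic assay of primer extension and strand displacement by 10 nM Pol beta, preincubated 15 min at room temperature with compound before 50 nM substrate (final) was added. Read at 0 and 10 min; four-parameter Hill fit.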
POLK inh = DNA polymerase kappa (human) inhibition; Potency, µM (titrated, usually from 107 µM), without a hit: top-dose activity, negative = inhibition, actives largely listed as inhibitors; Q9UBT6; hit rate 0.53% among 400,000; purified Pol kappa, fluorescent DNA synthesis assay, 10 min; also: potency is read from the fitted curve at half-maximal effect; % is scaled to controls: 0 for no effect and ±100 for the full control effect
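10 nM Pol kappa was preincubated with compounds for 15 min at room temperature. Reaction started with 50 nM (final) substrate. Fluorescence read kinetically at 0 and 10 min.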
Tb PGK inh = inhibitors of T. brucei phosphoglycerate kinase; P07378; PGK/GAPDH coupled, Kinase-Glo luminescence, 60 min; Potency, µM (titrated, usually from 57.5 µM), for inactives: at the top dose activity change, negative = inhibition, most hits filed as inhibitors; hit rate 0.043% among 380,000; AID 602233; also: potency is read from the fitted curve at half-maximal effect; % is scaled to controls: 0 for no effect and ±100 for the full control effect; nearly all actives have a fitted effect of over 60% in size
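Recombinant glycosomal PGK reaction used 1,3-bisphosphoglycerate generated in-well by GAPDH (100nM final) in 100mM TEA pH 7.6, 5mM MgCl2, 0.01% Tween-20. After 60 minutes at room temperature, ATP was read by Kinase-Glo Plus luminescence end-point.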
APE1 inh = blocks human APE1 abasic DNA cleavage; P27695; hit rate 0.35% among 350,000; recombinant APE1, TAMRA/BHQ-2 abasic DNA cleavage fluorescence; AID 2517; Potency, µM (highest dose often 65.8 µM), inactives show at the top dose activity change, negative = inhibition, hits mostly inhibitors;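 also: potency is read from the fitted curve at half-maximal effect; plate controls were vehicle for no effect and reference inhibitor for full effect; nearly all actives have a fitted effect of over 55% in size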
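Compound pre-exposure to 0.75 nM APE1, 15 min at ambient temperature. Reaction initiated with 50 nM TAMRA/BHQ-2 THF substrate, read immediately in kinetic mode, 525 nm excitation, 598 nm emission.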
BLM helicase inh = blocks DNA unwinding by human BLM helicase; P54132; recombinant BLM DNA unwinding, fluorescence dequenching; Potency, µM (titrated, usually from 56.1 µM), inactives show at the highest dose activity change, negative = inhibition, usual class: inhibitors; hit rate 0.2% among 350,000;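 also: potency is read from the fitted curve at half-maximal effect; plate controls were vehicle for no effect and no enzyme for full effect; nearly all actives have a fitted effect of over 35% in size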
Target sequence (P54132 whole entry, looked up): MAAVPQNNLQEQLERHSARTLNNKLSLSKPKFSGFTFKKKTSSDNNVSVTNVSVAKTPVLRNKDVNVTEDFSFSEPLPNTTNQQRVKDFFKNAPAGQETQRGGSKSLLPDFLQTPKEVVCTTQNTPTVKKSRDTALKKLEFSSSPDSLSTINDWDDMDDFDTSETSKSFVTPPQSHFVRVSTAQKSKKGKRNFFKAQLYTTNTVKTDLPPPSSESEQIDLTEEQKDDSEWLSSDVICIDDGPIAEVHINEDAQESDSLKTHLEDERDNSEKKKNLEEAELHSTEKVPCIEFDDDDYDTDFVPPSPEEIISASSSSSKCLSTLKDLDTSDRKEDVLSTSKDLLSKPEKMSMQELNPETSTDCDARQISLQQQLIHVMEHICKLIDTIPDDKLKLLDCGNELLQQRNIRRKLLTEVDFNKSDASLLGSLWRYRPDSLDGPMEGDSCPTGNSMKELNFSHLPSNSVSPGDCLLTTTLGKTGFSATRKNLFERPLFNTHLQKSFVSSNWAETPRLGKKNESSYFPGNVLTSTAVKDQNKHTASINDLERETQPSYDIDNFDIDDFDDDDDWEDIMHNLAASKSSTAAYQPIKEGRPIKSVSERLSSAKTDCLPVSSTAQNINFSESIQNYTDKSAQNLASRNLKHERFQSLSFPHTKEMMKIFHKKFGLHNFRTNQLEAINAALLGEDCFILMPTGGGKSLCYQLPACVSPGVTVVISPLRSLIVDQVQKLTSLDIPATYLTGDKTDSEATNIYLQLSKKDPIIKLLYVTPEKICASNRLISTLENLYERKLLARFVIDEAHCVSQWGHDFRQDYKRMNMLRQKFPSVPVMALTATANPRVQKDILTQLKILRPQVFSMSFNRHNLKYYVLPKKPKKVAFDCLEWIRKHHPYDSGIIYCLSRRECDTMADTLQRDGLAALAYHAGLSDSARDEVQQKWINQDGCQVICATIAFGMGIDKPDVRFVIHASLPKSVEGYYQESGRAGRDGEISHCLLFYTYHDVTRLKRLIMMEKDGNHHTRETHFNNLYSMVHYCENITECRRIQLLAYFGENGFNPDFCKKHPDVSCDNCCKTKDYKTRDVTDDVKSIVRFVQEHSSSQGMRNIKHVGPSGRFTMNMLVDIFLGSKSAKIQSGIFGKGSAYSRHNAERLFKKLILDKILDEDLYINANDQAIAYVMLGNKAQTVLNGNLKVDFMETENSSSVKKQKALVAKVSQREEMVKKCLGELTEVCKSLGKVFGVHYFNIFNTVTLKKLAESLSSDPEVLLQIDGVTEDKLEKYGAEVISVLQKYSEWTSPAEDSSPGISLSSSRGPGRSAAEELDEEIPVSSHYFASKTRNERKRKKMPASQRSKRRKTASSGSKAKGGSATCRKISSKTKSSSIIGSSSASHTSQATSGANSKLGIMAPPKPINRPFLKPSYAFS
* = called active by the depositor; i = inactive; ? = inconclusive; · = not tested or not shown; & = joins results of further samples; [ ] = dose if it differs, or a comment. Unless noted, calls follow the shape of the dose curve; as a rule, active = well fitted curve in the direction sought with a large enough effect; inconclusive = small, poorly fitted or top-dose-only effect, or another doubt; inactive = no such curve, though single readings can be large; an effect the other way counts as inactive or inconclusive. Not all compounds are listed; rates above refer to the full screens.

Apoferritin bind | POLI inh | RXFP1 antagonist | POLH inh | POLB inh | POLK inh | Tb PGK inh | APE1 inh | BLM helicase inh | Compound
· | -4% | -6 | -13% | · | -1% | i | · | · | Cc1ccc(C)c(Oc2coc3cc(OC(=O)c4cccs4)ccc3c2=O)c1
· | 29% | ? | -26% | · | -10% | 9% | 19% | · | COc1ccccc1NC(=O)Nc1nc(CC(=O)Nc2ccc(F)c(F)c2)cs1
· | 4% | -11 | -12% | · | 0% | -8% | · | · | CN(CC(=O)Nc1cccc(F)c1)C(=O)c1cn(-c2ccccc2)nc1-c1cccs1
-9% | ? | 19 | -14% | 31% | -5% | -6% | -9% | -1% | c1ccc(-n2cnnc2SCc2cn3ccccc3n2)cc1
-5% | 17% | -9 | -14% | 27% | -8%[60.1 µM] | 10% | · | -3% | COc1ccc(Cl)cc1C(=O)NCC(c1ccc(N(C)C)cc1)N1CCOCC1 (stereo not given)
-12% | 2% | -9 | -8% | -9% | -2% | i | 1% | 0% | CCCOc1cccc(OCC(=O)Nc2nc3ccccc3[nH]2)c1
-5% | 33%[activator] | -10 | -12% | -29% | 0% | -5% | 12% | 2% | Cc1ccnc(SCc2ccc(C(=O)O)cc2)n1
-3% | 28% | -11 | -13% | 2% | -17% | 2% | 1% | -2% | Cc1noc(C)c1CCC(=O)O
· | 17% | 3 | 2% | · | -6% | i | 22% | · | COCCn1c(N)c(N(Cc2ccccc2)C(=O)c2cc(=O)[nH]c3ccccc23)c(=O)[nH]c1=O
2% | 11% | 6 | -11% | -7% | 4% | -9% | 23% | -2% | O=C(NN1C(=O)c2ccccc2NC1c1ccoc1)c1ccccc1 (stereo not given)
-12% | 1% | 4 | -15% | 1% | -11% | -3% | 3% | -7% | Cc1ccc(C(=O)Nc2nnc(SCC(=O)N3CCCc4ccccc43)s2)cc1
-2% | 24% | -9 | -9% | -11% | -6% | i | -4% | 2% | O=C(NCC(c1cccs1)N1CCOCC1)c1ccc(Cl)c(S(=O)(=O)N2CCOCC2)c1 (stereo not given)
-12% | -3% | -10 | -13% | -1% | -8% | -6% | -3% | 2% | COc1ccc(/C=N/NC(=O)C(C)n2cnc3ccccc3c2=O)cc1OC (stereo not given)
-16% | 165%[activator] | -5 | -19% | 24% | -2% | i | 2% | -8% | CCN(CC)CCn1c(NC(=O)c2ccc(C)cc2)nc2ccccc21
-2% | 164%[activator] | -8 | -4% | 10% | 3% | -4% | 9% | -3% | CC(=O)NC1=NN(C(C)=O)C2(S1)C(=O)N(C(C)=O)c1ccc(C)cc12 (stereo not given)
-5% | 1% | 5 | -21% | 14% | 0% | i | 10% | -1% | O=C(CSc1nnc(Cc2cc(=O)[nH]c(=O)[nH]2)n1-c1ccc(F)cc1)NC1CCCC1
-5% | 8% | -7 | -11% | -2% | 2% | -8% | 1% | -2% | FC(F)Oc1ccc(NC(=S)NCc2ccccc2)cc1
-13% | -19% | 2 | -3% | -25% | -4% | -5% | 0% | -2% | O=C(c1cc([N+](=O)[O-])ccc1Cl)N1CCN(c2ccc(F)cc2)CC1
4% | 8% | -12 | -18% | 3% | -7%[60.1 µM] | -1% | 1% | 1% | O=S(=O)(Cc1ccc(Cl)cc1)NCC1CCCO1 (stereo not given)
-2% | -1% | 1 | -6% | 50% | 2% | -13% | -3% | -11% | CCC(C)NC(=O)CSc1nc2ccccc2c(=O)n1CCCN1CCCCC1 (stereo not given)
? | 2%&4% | -39&-26 | -1%&-23% | 42%&-2% | 2%&-5% | 0%&-5% | 39% | -4%&2% | Cc1ccc(CCNC(=O)CN2C(=O)COc3ccc(S(=O)(=O)N4CCCCC4)cc32)cc1
2% | 17% | -34 | -26% | 5% | -15% | -10% | -9% | -9% | Cc1ccc(C)c(N2CCN(S(=O)(=O)c3ccc4c(c3)NC(=O)CS4)CC2)c1
-7% | 32%[activator] | -16 | -9% | 21% | 0% | 1% | 1% | -2% | Cc1ccc(C)c(NC(=S)NC(NC(=O)/C=C/c2ccccc2)C(Cl)(Cl)Cl)c1 (stereo not given)
-5% | -7% | -16 | -2% | 0% | -6% | · | 3% | -2% | CN1CCOCCOCCN(C)C(=O)N2CCOCCOCCN(CCOCC2)C1=O
2% | ? | · | -1% | 1% | -15% | 4% | 7% | -2% | COc1cccc(SCc2noc(C(=O)NCc3ccccc3)c2C(=O)NCc2ccccc2)c1
-11% | 13% | · | 4% | 9% | -1% | i | 1% | 1% | CC(C)C[C@H](NC(=O)NCCc1ccc(Cl)cc1)C(=O)O
-7% | 21% | -1 | -8% | 25% | -5% | i | 6% | 2% | CC(C)=C1C2CCC1C1C(=O)N(c3ccc(C)c(C)c3)C(=O)C21 (stereo not given)
· | -6% | · | -10% | · | 14% | i | 23% | · | CCN1C(=O)[C@@H]2[C@H](C1=O)[C@@H]1C(=O)Nc3ccccc3C(=O)N1[C@@H]2c1ccc(OC)cc1
-16% | 11% | -5 | ? | 8% | 1% | i | -1% | -3% | CC(C)CNC(=O)NC(=O)COc1c(F)c(F)cc(F)c1F
-16% | -12% | -31 | ? | -1% | -18%[60.1 µM] | 1% | · | -19% | CCc1ccc(-n2c(SCc3cccc(F)c3)nc3[nH]ncc3c2=O)cc1
-3% | 58%[activator] | -4 | -6% | 14% | 19% | i | 9% | 0% | O=C(CN(C(=O)c1ccccc1Cl)N1C(=O)CCCC1=O)c1ccc(Cl)cc1
-3% | 37%[activator] | -17 | -17% | -7% | 1%[60.1 µM] | i | · | 1% | Cc1ccc(-c2nc3scc(CCNS(=O)(=O)c4ccc(F)c(C)c4)n3n2)cc1
0% | 34%[activator] | -1 | -18% | 3% | 5% | 0% | -9% | -8% | C(=N\N1CCN(c2ccccn2)CC1)/C1=C(N2CCOCC2)C(=C/c2ccccc2)/CC1
-9% | -5% | 10 | -7% | 2% | -8% | 0% | 1% | -3% | CCCC(c1nnnn1C(C)(C)CC)N1CCN(C2CCCC2)CC1 (stereo not given)
-23% | · | · | · | · | -14%[60.1 µM] | · | 1% | 7% | Cc1cccc(CNc2ncnc3ccc(-c4ccc(C(=O)N(C)C)cc4)cc23)c1
-4% | 64%[activator] | -6 | -5% | 38% | 14% | i | 0% | -5% | COC(=O)C1C(c2ccc(OC)cc2)NC(=O)NC1(O)C(F)(F)Cl (stereo not given)
112%[activator] | -25% | -4 | -20% | 13% | 6% | -14% | -2% | -4% | CC(=O)c1c(C)[nH]c(C(=O)OCc2ccccc2F)c1C
4% | -7% | -3 | -6% | 0% | -14% | -8% | -4% | -6% | CCOC(=O)C1=C(c2ccccc2)Nc2nc(C)nn2C1c1cccc(OC)c1OC (stereo not given)
-5% | -10% | 5 | -5% | 32% | 1% | -10% | 10% | -3% | CCCC(=O)N(c1ccc2oc(C)c(C(C)=O)c2c1)S(=O)(=O)c1ccc(C(=O)O)cc1
· | 15% | · | -13% | · | -8% | 4% | -1% | · | O=C1[C@H](Oc2ccccc2)[C@@H](c2ccccc2)N1c1ccncc1
· | 16% | -6 | -12% | · | -6% | 1% | · | · | COc1cccc(CNCc2cccc(OC)c2O)c1O
-17% | -24% | -9 | -1% | 9% | -2% | 1% | -1% | 1% | CN1CCN(C(=O)C(C(=O)c2ccc(F)cc2)n2ccccc2=O)CC1 (stereo not given)
? | ? | -15 | -15% | 80% | -5% | -1% | -5% | -7% | CC(C)(C)C(=O)Nc1ccc(N2CCCC2)cc1
? | 4% | 1 | 5% | 1% | -6% | i | -4% | 2% | O=C(CNC(=O)c1ccccc1Cl)N/N=C/c1ccc([N+](=O)[O-])s1
-16% | -2% | -3 | ? | 24% | 10% | i | 3% | -14% | O=C1Nc2ccccc2SC1c1ccccc1 (stereo not given)
-4% | 100%[activator] | -5 | -12% | -7% | -6% | -9% | 3% | 3% | Cc1ccc2[nH]c(=O)c(CN(Cc3ccco3)C(=O)CN3CCCC(C)C3)cc2c1 (stereo not given)
26% | ? | 8 | ? | -26% | ? | -2% | -5% | 2% | O=C(O)c1ccc(-n2nc(C(F)(F)F)c3c2-c2ccoc2CC3)cc1
-20% | -8% | -9 | -12% | 34% | -9% | -8% | 17% | -4% | CC(=NC1CC1)c1c(-c2ccccc2)[nH]n(-c2nc3ccccc3s2)c1=O

An excerpt of these results, with values under each structure.
Values in the order: Apoferritin bind, POLI inh, RXFP1 antagonist, POLH inh, POLB inh, POLK inh, Tb PGK inh, APE1 inh, BLM helicase inh
O=C(CN(C(=O)c1ccccc1Cl)N1C(=O)CCCC1=O)c1ccc(Cl)cc1
→ -3%, 58%[activator], -4, -6%, 14%, 19%, i, 9%, 0%
Cc1ccc(-c2nc3scc(CCNS(=O)(=O)c4ccc(F)c(C)c4)n3n2)cc1
→ -3%, 37%[activator], -17, -17%, -7%, 1%[60.1 µM], i, ·, 1%
C(=N\N1CCN(c2ccccn2)CC1)/C1=C(N2CCOCC2)C(=C/c2ccccc2)/CC1
→ 0%, 34%[activator], -1, -18%, 3%, 5%, 0%, -9%, -8%
CCCC(c1nnnn1C(C)(C)CC)N1CCN(C2CCCC2)CC1 (stereo not given)
→ -9%, -5%, 10, -7%, 2%, -8%, 0%, 1%, -3%
Cc1cccc(CNc2ncnc3ccc(-c4ccc(C(=O)N(C)C)cc4)cc23)c1
→ -23%, ·, ·, ·, ·, -14%[60.1 µM], ·, 1%, 7%
COC(=O)C1C(c2ccc(OC)cc2)NC(=O)NC1(O)C(F)(F)Cl (stereo not given)
→ -4%, 64%[activator], -6, -5%, 38%, 14%, i, 0%, -5%
CC(=O)c1c(C)[nH]c(C(=O)OCc2ccccc2F)c1C
→ 112%[activator], -25%, -4, -20%, 13%, 6%, -14%, -2%, -4%
CCOC(=O)C1=C(c2ccccc2)Nc2nc(C)nn2C1c1cccc(OC)c1OC (stereo not given)
→ 4%, -7%, -3, -6%, 0%, -14%, -8%, -4%, -6%
CCCC(=O)N(c1ccc2oc(C)c(C(C)=O)c2c1)S(=O)(=O)c1ccc(C(=O)O)cc1
→ -5%, -10%, 5, -5%, 32%, 1%, -10%, 10%, -3%
O=C1[C@H](Oc2ccccc2)[C@@H](c2ccccc2)N1c1ccncc1
→ ·, 15%, ·, -13%, ·, -8%, 4%, -1%, ·

Compound activity as filed in PubChem.
